Screening results: PubChem BioAssay, Sanford-Burnham Center for Chemical Genomics
CXCR6 block: CXCR6 receptor inhibitors, primary screen, cell-based, beta-arrestin, luminescence, CHO-K1 PathHunter, 1536-well | inhibition, % at 20 µM | 0.36% of 360,000 active | AID 602244, 2012; in the data active = inhibition above about 34%, passing the limit was not always enough;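 also: antagonist mode with CXCL16 agonist at 10 nM final; 0% = 10 nM CXCL16 with DMSO and 100% = unstimulated wells without agonist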
Target sequence (O00574 whole entry, looked up): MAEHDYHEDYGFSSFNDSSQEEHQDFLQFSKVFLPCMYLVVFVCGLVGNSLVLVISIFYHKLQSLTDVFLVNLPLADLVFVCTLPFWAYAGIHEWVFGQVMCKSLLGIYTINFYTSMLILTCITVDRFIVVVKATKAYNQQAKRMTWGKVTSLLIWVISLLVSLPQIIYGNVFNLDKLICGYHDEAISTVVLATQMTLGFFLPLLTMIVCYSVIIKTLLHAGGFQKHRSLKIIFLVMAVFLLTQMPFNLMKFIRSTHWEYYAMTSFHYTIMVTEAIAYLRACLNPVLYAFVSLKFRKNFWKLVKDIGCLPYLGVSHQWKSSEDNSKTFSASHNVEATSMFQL
EBI2 block: EBI2 receptor antagonists, beta-arrestin recruitment, primary screen, cell-based, luminescence, 7a,25-OHC stimulation, uHTS; G-protein coupled receptor 183 (Homo sapiens), P32249; 7a,25-OHC stimulated; inhibition, % at 5 µM; 0.81% of 360,000 active; in the data active = inhibition above about 38%;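 also: enzyme fragment complementation signal reports receptor beta-arrestin coupling in cells; 0% = agonist plus DMSO wells and 100% = wells without agonist; some results beyond the cut were filed as inactive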
Target sequence (P32249 whole entry, looked up, the tested form may be a part): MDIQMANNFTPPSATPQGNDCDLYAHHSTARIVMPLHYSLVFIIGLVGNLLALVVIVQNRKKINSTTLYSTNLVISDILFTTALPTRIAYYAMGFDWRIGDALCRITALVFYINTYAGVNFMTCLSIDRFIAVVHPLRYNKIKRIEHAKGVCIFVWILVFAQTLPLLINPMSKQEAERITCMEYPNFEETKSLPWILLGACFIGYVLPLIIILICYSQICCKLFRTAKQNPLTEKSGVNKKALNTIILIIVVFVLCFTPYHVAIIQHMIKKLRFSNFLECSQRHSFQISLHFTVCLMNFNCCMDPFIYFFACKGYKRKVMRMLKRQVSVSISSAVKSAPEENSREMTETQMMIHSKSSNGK
* hit, by the source's call.

SMILES	CXCR6 block	EBI2 block
CCc1nc2ccc(C(=O)N3CCCCC3)cn2c1N(CCC(C)C)CCN(C)C	5	-13
Cc1ccc2oc(NC3=NC4(CCCC4)C4=C(CCCC4=O)N3)nc2c1	-10	40
O=[N+]([O-])c1cnccc1-n1nnc2ccccc21	-15	-63
COc1cc(Cl)ccc1OC1(C)CCN(Cc2cccn2-c2nccs2)C1 (stereo not given)	1	3
Cc1nc2ccc(C(=O)NCCCn3ccnc3)cn2c1N(C)CC1CCCCC1	-3	7
CC(C)n1nnnc1C1c2ccccc2C(=O)N1Cc1cccs1 (stereo not given)	6	-8
O=c1[nH][nH]c2c1C(c1ccc(Cl)c(Cl)c1)OC(CCc1ccccc1)C2 (stereo not given)	-10	3
Cc1ccccc1CN1C(=O)c2ccccc2C1c1nnnn1-c1ccc2c(c1)OCCO2 (stereo not given)	-9	0
COc1cccc(-c2cc3nc(NCCN4CCCC4)n(C)c(=O)c3s2)c1	-5	-5
C[C@H]1CN([C@@H](C)CO)C(=O)c2cc(Br)cnc2O[C@@H]1CN(C)C(=O)Nc1ccc(C(F)(F)F)cc1	5	1
C[C@H]1CN([C@@H](C)CO)S(=O)(=O)c2ccc(Br)cc2O[C@@H]1CN(C)C(=O)Cc1cccnc1	-2	-2
C[C@H](CO)N1C[C@H](C)[C@H](CN(C)S(=O)(=O)c2ccc(Oc3ccccc3)nc2)OCc2cnnn2CCCC1=O	3	-12
O=C(NC1CC1)c1ccc2sc([C@H]3C[C@H](O)[C@@H](CO)O3)nc2c1	2	-16
CC(C)OC(=O)N(C)C[C@@H]1OCc2cn(nn2)CCCC(=O)N([C@H](C)CO)C[C@H]1C	-1	1
CC1(C)CC(=O)C=C(c2ccc(-c3cnn(Cc4ccccc4)c3)cc2)C1=O	-4	27
CC1(C(=O)Nc2cccc(C#N)c2)CCN1C(=O)C1(c2ccccc2)CC1 (stereo not given)	6	-6
N#CCCN(Cc1ccccc1)C(C(=O)NC1CCCCC1)c1cc2ccccc2o1 (stereo not given)	9	17
Cn1ccc2c(-c3ccc(C(N)=O)cc3)cc3c(c21)C1CCC3O1 (stereo not given)	-11	3
O=C(c1[nH]c(C(F)(F)F)nc1-c1ccccc1)N1CCN(c2ccccn2)CC1	-4	-1
Cn1c(=O)c2cc(NC(=O)NCc3ccc(F)cc3)ccc2n1C/C=C/c1ccccc1	3	1
CCN1C(=O)[C@@H]2[C@@H]3CN(S(=O)(=O)c4ccc(C)cc4)[C@@H](c4ccccc4)[C@@H]3C(=O)C[C@@H]2C1=O	-5	-4
COc1ccccc1OCC(=O)Nc1ccc(C(=O)Nc2ccccc2C(=O)O)cc1	2	-7
CN1C(=O)[C@H]2[C@@H](c3ccc(C(F)(F)F)cc3)N[C@]3(CCCN(Cc4ccc(Br)cc4)C3=O)[C@H]2C1=O	0	12
CC(C)(C)c1ccc(S(=O)(=O)Nc2ccc(C(O)(C(F)(F)F)C(F)(F)F)cc2)cc1	3	20

Record cards, as listed above. Order of screens: CXCR6 block, EBI2 block
Entry for `C[C@H]1CN([C@@H](C)CO)S(=O)(=O)c2ccc(Br)cc2O[C@@H]1CN(C)C(=O)Cc1cccnc1` : -2, -2
Entry for `COc1cccc(-c2cc3nc(NCCN4CCCC4)n(C)c(=O)c3s2)c1` : -5, -5
Entry for `Cn1ccc2c(-c3ccc(C(N)=O)cc3)cc3c(c21)C1CCC3O1` (stereo not given) : -11, 3
Entry for `N#CCCN(Cc1ccccc1)C(C(=O)NC1CCCCC1)c1cc2ccccc2o1` (stereo not given) : 9, 17
Entry for `Cc1ccc2oc(NC3=NC4(CCCC4)C4=C(CCCC4=O)N3)nc2c1` : -10, 40

More structures follow.
SMILES	CXCR6 block	EBI2 block
CN(c1ccc(Cl)cc1)c1cc2c(c3c1ccn3C)C1CCC2C1 (stereo not given)	2	4
CC1(C(=O)NS(=O)(=O)Cc2ccccc2C(F)(F)F)CCN1C(=O)Cc1ccsc1 (stereo not given)	-3	-9
CCCCN(C(=O)c1cccc(-n2cnnn2)c1)c1c(N)n(CCCC)c(=O)[nH]c1=O	4	-4
COC1=Nc2ccccc2N2CCN=C12	-4	-7
C[C@H](CO)N1C[C@H](C)[C@@H](CN(C)S(=O)(=O)c2ccc3ccccc3c2)OCc2cnnn2CCCC1=O	-6	-1
COc1ccc(NC(=O)C[C@@H]2C(=O)N(Cc3ccccc3)CC2(C)C)cc1	-7	-1
CCCCN1C(=O)C(CC(=O)NCC2CCCCC2)CC(C(=O)N2CCOCC2)=C1C (stereo not given)	0	-3
CC(=O)NC(c1ccccc1)c1nc(-c2cncnc2)cs1 (stereo not given)	-2	3
CC1(C(=O)O)CCN1C(=O)c1cccc(C(F)(F)F)c1 (stereo not given)	-8	-12
CCCCC[C@@H](C)N1C[C@H](COCc2ccccc2)Oc2cc(N3CCC[C@@H]3COC)ccc2S1(=O)=O	13	20
CCOC(=O)N1CCN(C(=O)C[C@@H]2C[C@@]3(C(=O)OCC)CCC=C3N(Cc3ccc4c(c3)OCO4)C2=O)CC1	-2	-3
CCN(CC)C(=O)c1cccc(-c2csc(C(NC(C)=O)c3ccc(F)c(F)c3)n2)c1 (stereo not given)	8	5
COC(=O)C1(C)CCCC2(C)C3CCC(C(C)C)C(CO)C3C(CO)CC12 (stereo not given)	-2	-7
COc1ccc(C(C)(O)c2nc(-c3cccc(O)c3)cs2)cc1 (stereo not given)	-4	3
O=C1c2ccccc2-c2ccccc2NC1O (stereo not given)	0	4
CN(Cc1ccccc1)C(=O)c1[nH]cnc1C(=O)Nc1ccc(Br)cc1F	11	-6
C[C@@H]1CN([C@@H](C)CO)C(=O)CCCn2nncc2CO[C@@H]1CN(C)S(=O)(=O)c1ccc(-c2ccccc2)cc1	3	3
C=C(C)C(=O)Nc1ccc2nn(-c3ccccc3O)nc2c1	-2	13
CC1(Oc2cccc(C#N)c2)CCN(Cc2csc3ccccc23)C1 (stereo not given)	-11	9
Clc1ccccc1-c1cnc2sc(NCc3ccc4c(c3)OCO4)nn12	-9	-21
C[C@H](CO)N1C[C@H](C)[C@@H](CN(C)S(=O)(=O)c2ccc(-n3cccn3)cc2)OCc2cn(nn2)CCCC1=O	2	-7
COc1ccc(NC(=O)CCCOc2ccc(C(C)=O)cc2)cc1S(=O)(=O)N1CCCCC1	-5	-2
Cc1cc2c(cc1C)N(C(=O)CCl)CC(=O)N2	-6	4
Cc1ccccc1Cn1c(C)c(C(=O)NCc2cccc(Cl)c2)sc1=O	10	19
c1ccc(OC2CCCCC2N2CCOCC2)cc1 (stereo not given)	6	-3
CN1CCN(C2CN(Cc3ccc([N+](=O)[O-])cc3)S(=O)(=O)C2)CC1 (stereo not given)	-6	-10
CC(C)CN(C(=O)C1=COCCO1)c1c(N)n(Cc2ccccc2)c(=O)[nH]c1=O	0	-6
O=C(NCCNC(=O)c1ccc(-c2cccc(Cl)c2)o1)c1cnccn1	-8	-1
CCCCN1C(=O)C(CC(=O)NCC2CCCCC2)CC(C(=O)N(CC)CC)=C1C (stereo not given)	-2	-7
CCOC(=O)C1=CCC(c2ccccc2C(F)(F)F)N(S(=O)(=O)c2ccc(C)cc2)C1 (stereo not given)	3	3
O=C(COc1ccc2c(-c3ccccc3)cc(=O)oc2c1)N1C[C@H]2C[C@@H](C1)c1cccc(=O)n1C2	4	1
O=C(Nc1ccccc1)Nc1nnc([C@H]2C[C@H](O)[C@@H](CO)O2)s1	2	-9
COc1ccc(NC(=O)[C@H](C)NS(=O)(=O)c2ccc(NC(C)=O)cc2)cc1Cl	-1	2
COCCNC(=O)C1(C)CCCN(Cc2ccc(OC)cc2)C1 (stereo not given)	1	-10
COCCCNC(=O)c1ccc2nc([C@@H]3O[C@H](CO)[C@H](O)[C@H](O)[C@H]3O)[nH]c2c1	2	4
COc1cccc(-c2cnc(C(O)c3ccc(OC)c(F)c3)[nH]2)c1 (stereo not given)	4	-2
COc1ccc([C@@H]2CC(=O)[C@@H]3CN(S(=O)(=O)c4ccc(C)cc4)[C@H](c4ccccc4)C[C@@H]3N2S(=O)(=O)c2ccccc2)cc1	0	6
Cc1cccc(C)c1-n1nnnc1C(c1ccnc2ccccc12)N1CCN(C/C=C/c2ccccc2)CC1 (stereo not given)	14	31
CC1CCCCC12NC(=O)N(CC(=O)N1CCN(S(=O)(=O)c3ccc(Cl)s3)CC1)C2=O (stereo not given)	7	-5
CC(=O)Nc1cc(-c2ccccc2N(C)C)cn2c(-c3ccc(S(C)(=O)=O)cc3)cnc12	-9	3
CCc1nc2c(OCc3cc(Cl)cc(Cl)c3)cccn2c1N(C)C(=O)c1ccccc1F	17	18
COc1ccc(C(C)(NC(C)=O)c2nc(-c3ccc(S(C)(=O)=O)cc3)cs2)cc1 (stereo not given)	2	3
O=C1c2ccccc2C(c2nnnn2C2CCCCC2)N1CCc1ccc(O)cc1 (stereo not given)	1	10
NNC(=O)CN1C(=O)C2(OCCO2)c2ccccc21	-2	-4
Nc1[nH]c(C(=O)c2ccccc2)c(-c2ccccc2C(F)(F)F)c1C(=O)NCCc1c[nH]c2ccccc12	4	24
COCOCCn1cc(CN2CCS(=O)(=O)N(Cc3ccc(-c4ccc(OC)nc4)cc3)C(C(C)C)C2=O)nn1 (stereo not given)	4	20
CC(=O)C1=CCC(c2cccs2)N(S(=O)(=O)c2ccc(C)cc2)C1 (stereo not given)	-5	10
CCCC(=O)N1CCCC1(C)C(=O)N(C)Cc1cccc2ccccc12 (stereo not given)	-4	0
CCCCN(C(=O)c1ccccc1Cl)C(CC(C)C)c1nc2ccccc2[nH]1 (stereo not given)	5	0
Cc1cccc(-c2cc(NCCc3cccnc3)n3nccc3n2)c1	-4	-4
C[C@@H]1CN([C@@H](C)CO)C(=O)CCCn2nncc2CO[C@H]1CN(C)C(=O)c1ccncc1	3	2
CCCNC(=O)C1(C)CCN(C(=O)c2ccccc2OC(F)(F)F)C1 (stereo not given)	7	-12
O=C(c1cnc(Cc2c[nH]c3ccccc23)c(I)c1)N1CCCCC1	13	-2
COc1cccc(-c2cnc(C(O)c3c(C)ccc4ccccc34)[nH]2)c1 (stereo not given)	0	-1
CC1(C(=O)NS(=O)(=O)c2ccccc2Cl)CCN1C(=O)Cc1cccc2ccccc12 (stereo not given)	-2	-4
Cn1ccc2c(-c3ccc(C(=O)O)cc3)cc3c(c21)C1CCC3O1 (stereo not given)	-1	0
Cc1noc(NS(=O)(=O)c2ccc(NS(=O)(=O)c3ccc(C(C)(C)C)cc3)cc2)c1C	-9	0
COC(=O)[C@]12CCCCC=C1N(Cc1ccco1)C(=O)[C@H](CC(=O)NCC1CCCCC1)C2	3	-7
O=C(Nc1ccc(C(=O)N2CCN(c3ccncc3)CC2)cc1)c1ccc(Br)o1	-2	-3
O=C(O)c1cccc2c1C(=O)c1ccc(N3CCN(Cc4ccc5c(c4)OCO5)CC3)cc1S2(=O)=O	-11	1

Random excerpt: 6 records from the list
SMILES	CXCR6 block	EBI2 block
COc1ccc(NC(=O)[C@H](C)NS(=O)(=O)c2ccc(NC(C)=O)cc2)cc1Cl	-1	2
C[C@H]1CN([C@@H](C)CO)S(=O)(=O)c2ccc(Br)cc2O[C@@H]1CN(C)C(=O)Cc1cccnc1	-2	-2
C=C(C)C(=O)Nc1ccc2nn(-c3ccccc3O)nc2c1	-2	13
O=C(c1cnc(Cc2c[nH]c3ccccc23)c(I)c1)N1CCCCC1	13	-2
CC1(C(=O)NS(=O)(=O)c2ccccc2Cl)CCN1C(=O)Cc1cccc2ccccc12 (stereo not given)	-2	-4
CC1CCCCC12NC(=O)N(CC(=O)N1CCN(S(=O)(=O)c3ccc(Cl)s3)CC1)C2=O (stereo not given)	7	-5

(further entries)
SMILES	CXCR6 block	EBI2 block
CCN(CC)C(=O)C1=C(C)N(CCCN2CCCC2=O)C(=O)C(CC(=O)NC2CC2)C1 (stereo not given)	-2	-9
O=C(c1cccs1)N1C[C@H](n2cc(C3CC3)nn2)[C@@H](O)C[C@@H]1c1ccccc1	-7	1
COc1ccc(NC(=O)C2c3ccccc3OCC(=O)N2CC(F)(F)F)cc1 (stereo not given)	4	-6
Cc1ccc2cccc(OC(=O)c3c(F)cccc3Cl)c2n1	2	11
COc1ccc(-c2nc3c(C)cc(Br)cn3c2CC2CCCCC2)cc1OC	12	7
CC(C)Nc1nc(NCCOc2ccccc2Cl)c2sc(-c3ccccc3)cc2n1	9	52*
N#Cc1ccccc1S(=O)(=O)N1CCN(Cc2cccs2)CC1	8	-11
COc1ccc(Cc2c(-c3cccc(Cl)c3)nc3ccc(Cl)cn23)c(C)c1	-1	-6
CSC1=NC=C(C#N)C2=NC(c3ccc(Cl)cc3)NN12 (stereo not given)	-10	4
OC(c1ccc(F)c(F)c1)c1nc(-c2ccc(Cl)cc2)cs1 (stereo not given)	-6	6

An excerpt, so the mix of outcomes need not match the whole.
